Source: PubChem (National Center for Advancing Translational Sciences (NCATS))
ASM inhibitor: Inhibitors of Secretory Acid Sphingomyelinase (S-ASM): qHTS | Sphingomyelin phosphodiesterase (Homo sapiens), P17405 | Potency, µM (series often up to 57.5 µM), without a hit: top-dose activity change, negative = inhibition, usual class: inhibitors | placental ASM, HMU-PC fluorogenic substrate, 60 min | 340,000 compounds, 0.006% hits; also: potency is read from the fitted curve at half-maximal effect
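Fluorescence read-out (Ex 386 nm, Em 447 nm) after stopping the reaction at pH 10. Enzyme: ASM from human placenta; substrate HMU-PC0, 9 uM final; 60 min, 37 °C. Compound preincubation 10 min, ambient temperature.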
TCR activator: Activators of T cell receptors: qHTS campaign; primary human leukocytes, anti-CD3, IL-2 HTRF, 48 h; Potency, µM (series often up to 9.22 µM), for the others: top-dose activation of IL-2 secretion, usual class: activators; 330,000 tested, under 10 active; AID 504894, 2011; also: % of control where 0% means no effect
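HTRF read-out of IL-2 secretion: europium cryptate donor excited at 320nm, d2 acceptor emission at 665nm. Cells were primary human leukocytes incubated 48 hr with compounds and a-CD3 beads, supplying TCR signal only.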
TSG101-PTAP inh: qHTS Assay for Iinhibitors of HIV-1 Budding by Blocking the Interaction of PTAP/TSG101; 340,000 tested, under 10 active; Potency, µM (series often up to 115 µM), for inactives: at the highest dose activity change, negative = inhibition, actives largely listed as inhibitors; Tumor susceptibility gene 101 protein (Homo sapiens), Q99816; Fluorescence polarization, FITC-PTAP peptide / Tsg101 binding; active = well fitted inhibition curve with a large enough effect in the main read-out, with a control signal flat, not every such curve was filed as active; inconclusive = small, poorly fitted or top-dose-only effect, or effect the other way, or a change in a side signal; inactive = no such curve, though single readings can be large or run the other way; also: potency is read from the fitted curve at half-maximal effect; % of control where 0% means no effect
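Compounds were pin-transferred onto Tsg101 binding domain (10 uM final) in HEPES pH 7.5 buffer, then FITC-PTAP peptide was added at 50 nM final. After 20 min at RT, polarization reported peptide displacement across a qHTS concentration series.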
Eya2 phos inh: qHTS Assay for Inhibitors of the Phosphatase Activity of Eya2 | recombinant Eya2, OMFP fluorescence dephosphorylation (OMFP is methylfluorescein phosphate) | Potency, µM (series often up to 76.9 µM), for the others: top-dose activity, negative = inhibition, most hits filed as inhibitors | 330,000 compounds, 0.006% hits | AID 488837, 2010; also: potency is read from the fitted curve at half-maximal effect; % is scaled to controls: 0 for no effect and ±100 for the full control effect
Target sequence (O00167 whole entry, looked up): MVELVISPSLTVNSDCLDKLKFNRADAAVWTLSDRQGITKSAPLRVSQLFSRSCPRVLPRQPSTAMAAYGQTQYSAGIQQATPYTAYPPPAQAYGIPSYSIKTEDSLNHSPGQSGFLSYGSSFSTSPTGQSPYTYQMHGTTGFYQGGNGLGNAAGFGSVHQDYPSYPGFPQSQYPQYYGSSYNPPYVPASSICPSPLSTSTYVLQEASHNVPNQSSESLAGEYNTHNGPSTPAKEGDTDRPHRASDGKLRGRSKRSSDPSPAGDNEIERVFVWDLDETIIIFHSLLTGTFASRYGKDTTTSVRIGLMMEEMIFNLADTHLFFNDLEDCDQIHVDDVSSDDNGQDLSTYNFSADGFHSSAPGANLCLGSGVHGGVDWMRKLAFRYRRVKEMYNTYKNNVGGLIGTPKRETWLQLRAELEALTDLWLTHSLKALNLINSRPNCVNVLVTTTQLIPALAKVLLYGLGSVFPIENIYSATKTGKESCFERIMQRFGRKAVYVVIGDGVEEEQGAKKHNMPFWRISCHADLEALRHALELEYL
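Eya2 (0.2 uM) preincubated 10 min at ambient with compound, then OMFP substrate added at 50 uM; 10 min reaction in 50 mM HEPES pH 7.5, 50 mM NaCl, 5 uM MgCl2, 0.05% BSA, 1 mM DTT. Fluorescence read at Ex 485/Em 525 nm.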
Mito fusion act: qHTS Assay for Small Molecule Inhibitors of Mitochondrial Division or Activators of Mitochondrial Fusion | S. cerevisiae fusion-defective mutant growth rescue, CellTiterGlo 48 h | Potency, µM (titrated, usually from 46.1 µM), inactives show top-dose growth rescue (activation), most hits filed as activators | 320,000 compounds, 0.23% hits;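 also: potency is read from the fitted curve at half-maximal effect; % of control where 0% means no effect; nearly all actives have a fitted effect of over 45% in size; temperature-sensitive fusion mutants such as fzo1-1 at 37 °C on non-fermentable ethanol glycerol medium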
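Yeast fusion mutant, YPEG (non-fermentable carbon), compound, 48 h at 37C non-permissive; CellTiterGlo added, 10 min RT, luminescence read. Rescued growth = division inhibition.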
TSHR antagonist: Antagonists of the Thyroid Stimulating Hormone Receptor: HTS campaign; TSHR-expressing cells, TSH-stimulated cAMP HTRF, 2 h; hits give low values; activity change, negative = inhibition, % at 11.5 µM; 330,000 compounds, 0.2% hits; AID 504810, 2011;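 active = activity change below a set negative limit, meaning inhibition stronger than a set level, cut at about -70% in these data; inconclusive = activity change between two set negative limits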; also: % is scaled to controls: 0 for no effect and ±100 for the full control effect
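TSHR-expressing cells, 200/well, pre-treated with compound, then stimulated with EC80 TSH (4nM final) for 2 hours at 37 deg C. cAMP measured by competitive HTRF: anti-cAMP cryptate antibody in lysis buffer plus cAMP-d2, read after 30 minutes at room temperature.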
a7 integrin act: qHTS for Activators of Integrin-Mediated Alleviation for Muscular Dystrophy; alpha7betagal myoblasts, beta-gal FDG fluorescence, 48 h; Potency, µM (titrated, usually from 38.3 µM), for inactives: at the top dose activation, actives largely listed as activators; 350,000 compounds, 0.064% hits;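 also: potency is read from the fitted curve at half-maximal effect; 100% = response of the positive control SU9516; nearly all actives have a fitted effect of over 60% in size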
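Alpha7betagal+/- myoblasts (passage 13) were plated 16-24 hr, then exposed to compounds (1:260 dilution of DMSO stock) for 48 hours at 37C. After MPER lysis, β-galactosidase reporter activity was read as FDG fluorescence (ex 480/em 540) after 30 minutes.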
Chronic BCR inh: qHTS Assay to Find Inhibitors of Chronic Active B-Cell Receptor Signaling; 340,000 compounds, 0.05% hits; Potency, µM (series often up to 46.1 µM), for inactives: at the top dose ratio change, negative = lower green/red ratio, usual class: inhibitors; ABC-DLBCL IkBa-CBG/CBR reporter, luminescence ratio, 4 h; active = well fitted inhibition curve with a large enough effect in the signal ratio, with a control signal flat, not every such curve was filed as active; inconclusive = small, poorly fitted or top-dose-only effect, or effect the other way, or a change in a side signal; the % refers to the signal ratio;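 also: potency is read from the fitted curve at half-maximal effect; plate controls were basal doxycycline-induced cells for no effect and cells given 10 µM MG132 for full effect; MG132 reads +100%, hits lower the ratio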
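Concentration-response series (up to 46 uM) were applied to TMD8 dual-reporter cells for 4 h at 37C with doxycycline. Green/red ratio, after filter-overlap correction, defined %Activity; red signal alone was normalised to basal cells and zero luminescence.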
Tb PFK block: qHTS Assay to Find Inhibitors of T. brucei phosphofructokinase | ATP-dependent 6-phosphofructokinase (Trypanosoma brucei brucei), O15648 | T. brucei PFK, ADP-Glo luminescence | Potency, µM (doses to about 57.5 µM), for the others: at the highest dose activity, negative = inhibition, most hits filed as inhibitors | 330,000 compounds, 0.17% hits | AID 485367, 2010;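 also: potency is read from the fitted curve at half-maximal effect; 0% = uninhibited 1x PFK enzyme wells and -100% = no-enzyme wells; nearly all actives have a fitted effect of over 60% in size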
Target sequence (O15648 whole entry, looked up): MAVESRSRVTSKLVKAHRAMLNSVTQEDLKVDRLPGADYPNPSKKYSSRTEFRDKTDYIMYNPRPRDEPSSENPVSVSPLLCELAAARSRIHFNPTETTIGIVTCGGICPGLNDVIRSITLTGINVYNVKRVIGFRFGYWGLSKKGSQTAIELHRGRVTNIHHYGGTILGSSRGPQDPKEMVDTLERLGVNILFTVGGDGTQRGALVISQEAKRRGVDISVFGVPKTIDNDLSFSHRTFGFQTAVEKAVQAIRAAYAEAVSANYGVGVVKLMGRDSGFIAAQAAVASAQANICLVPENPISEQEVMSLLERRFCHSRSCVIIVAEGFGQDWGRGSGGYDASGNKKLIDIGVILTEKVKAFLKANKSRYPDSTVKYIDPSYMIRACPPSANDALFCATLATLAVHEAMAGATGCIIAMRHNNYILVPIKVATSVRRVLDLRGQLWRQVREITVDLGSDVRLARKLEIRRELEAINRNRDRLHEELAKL
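Luminescent ADP detection (ADP-Glo, two-step: ATP depletion then ADP-to-ATP conversion for luciferase) reported PFK activity after 45 min room-temperature reaction of 1.25 nM enzyme with 0.5 mM F6P and 0.1 mM ATP at pH 8.0.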
ELG1 repair inh: qHTS screen for small molecules that inhibit ELG1-dependent DNA repair in human embryonic kidney (HEK293T) cells expressing luciferase-tagged ELG1; HEK293T ELG1-luciferase reporter, luminescence, 16 h; DNA damage induced by 5-fluorouridine; Potency, µM (doses to about 46.1 µM), for the others: at the top dose activity change, negative = inhibition, most hits filed as inhibitors; 330,000 compounds, 2.3% hits; AID 504467, 2011; also: potency is read from the fitted curve at half-maximal effect; % is scaled to controls: 0 for no effect and ±100 for the full control effect; nearly all actives have a fitted effect of over 55% in size
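Quantitative HTS, concentration-response format. 2,000 cells/well co-treated with 5-fluorouridine and compound, 16 hr in 5% CO2 at 37 °C; ONE-Glo luminescence read after 30 min.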
AT treatment: qHTS Assay for Identifying a Potential Treatment of Ataxia-Telangiectasia | […] A-T fibroblasts, KAP-1 phosphorylation AlphaLISA; neocarzinostatin DNA damage 30 min before lysis | 320,000 compounds, 0.19% hits | Potency, µM (highest dose often 57.5 µM), without a hit: top-dose activation, actives largely listed as activators; also: potency is read from the fitted curve at half-maximal effect; % of control where 0% means no effect; nearly all actives have a fitted effect of over 45% in size
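ATM-like activity read as KAP-1 phosphorylation via AlphaLISA donor/acceptor antibody pairs after lysis and 6 hr at 25C. Cells were ATM-null patient fibroblasts ([…], hTERT), dosed 60 min, then exposed to the DSB inducer NCS for 30 min.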
The depositor's hits bear a star; ? = inconclusive; . = no result given; [ ] = another dose, or the depositor's remark. Unless noted, calls follow the shape of the dose curve; as a rule, active = well fitted curve in the direction sought with a large enough effect; inconclusive = small, poorly fitted or top-dose-only effect, or another doubt; inactive = no such curve, though single readings can be large; an effect the other way counts as inactive or inconclusive. A portion of the library, so the mix of outcomes need not match the whole.

Order of results: ASM inhibitor	TCR activator	TSG101-PTAP inh	Eya2 phos inh	Mito fusion act	TSHR antagonist	a7 integrin act	Chronic BCR inh	Tb PFK block	ELG1 repair inh	AT treatment
> N#CC1=C(SCC(=O)c2ccc(Br)cc2)NC2=C(C(=O)CCC2)C1c1ccco1 (configuration not stated)
→ 11%	3%	-3%	-2%	23%	-12	-44%	?	1%	13µM*	-7%
> CP(C)(=O)CCC(=O)O
→ 5%	-4%	-4%	0%	-1%	17	11%[1.53 µM]	6%	0%	-6%	-7%
> COc1nc(NC(C)C)nc(NC(C)C)n1
→ 1%	4%	11%	11%	0%	-4	-6%	?	-1%	15%	0%
> COP(=O)(OC)Oc1ccc(C(O)C(Cl)(Cl)Cl)cc1 (configuration not stated)
→ 3%	3%	-2%	15%	-2%	-3	-10%	-3%	2%	1%	-7%
> O=C1CCN(C(=O)Cc2ccccc2[N+](=O)[O-])CC1
→ -2%	9%	1%	15%	-1%	-4	26%	7%	-1%	1%	-3%
> CCC1C2CC3C4N(C)c5ccccc5C45CC(C2C5O)N3[C@@H]1O (some centres not stated)
→ -2%	1%	0%	2%	3%	2	-26%	2%	1%	11%	7%
> CCCS(=O)(=O)N1CCCC(C(=O)N2CCC3(CC2)OCCO3)C1 (configuration not stated)
→ 5%	-4%	3%	0%	0%	-6	0%	-4%	1%	2%	-11%
> CCOc1ccc(/C=C/C2=CC(C)(C)NC(=S)N2)cc1
→ -4%	-16%	-2%	-4%	-2%	-5	8%	?	1%	?	-1%
> C[C@]12CCC3C(CC[C@H]4C[C@H](OC(=O)c5cccnc5)CC[C@]34C)C1CCC2=O (some centres not stated)
→ -5%	0%	-1%	-32%	.	29	-16%	-2%	0%	?	24%
> COC(=O)C1=CO[C@@H](O[C@@H]2O[C@H](CO)[C@@H](O)[C@H](O)[C@H]2O)C2C(CO)=CCC12 (some centres not stated)
→ 7%	4%	0%	5%	.	-2	-14%	1%	0%	?	-2%

Next part
Order of results: ASM inhibitor	TCR activator	TSG101-PTAP inh	Eya2 phos inh	Mito fusion act	TSHR antagonist	a7 integrin act	Chronic BCR inh	Tb PFK block	ELG1 repair inh	AT treatment
> CN1CCC23c4c5ccc(O)c4O[C@@H]2[C@H](O)C=CC3C1C5 (some centres not stated)
→ 6%	3%	1%	-10%	.	-1	.	2%	3%	1%	2%
> COc1ccc(CNC(C)Cc2cccs2)cc1 (configuration not stated)
→ 0%	4%	-3%	-7%	2%	-1	-16%	3%	-5%	-16%	-3%
> COc1ccc(-c2n[nH]c(C(F)(F)F)c2-c2cc3ccccc3o2)c(O)c1
→ -16%	2%	-2%	3%	-19%	4	-34%	?	3%	-15%	3%
> O=c1[nH]c(=O)n(Cc2ccccc2)c(O)c1/C=N/NCCO
→ 1%	6%	-4%	4%	-4%	-8	22%	-3%	3%	17%	0%
> CC(=O)Oc1ccccc1C(=O)Nc1ncc([N+](=O)[O-])s1
→ .	.	.	-9%	-3%	-81*	.	.	1%	.	.
> O=C1NC(=O)N(Cc2ccccc2Cl)C(=O)/C1=C/N1CCOCC1
→ -1%	-1%	-1%	7%	-4%	-3	-9%	3%	-12%	18%	1%
> N#CCCn1cc(C(=O)Nc2ccc(F)cc2)c(-c2ccccc2)n1
→ 3%	.	-5%	0%	2%	-1	2%	-1%	2%	-9%	1%
> CC(C)c1cc(Br)c(NC(=O)Nc2cccnc2)c(Br)c1
→ -4%	0%	-4%	0%	11%	-2	?	-3%	1%	-16%	9%
> COc1ccc(CN2CCN(C(=O)Cn3c(=O)oc4cc(Cl)ccc43)CC2)c(OC)c1OC
→ 2%	-20%	-1%	?	-2%	-7	-17%	-14%	0%	?	3%
> Cc1cc(=O)[nH]c(CCl)n1
→ 3%	-1%	-3%	8%	-3%	2	-42%	-2%	4%	0%	-2%

Other compounds.
Order of results: ASM inhibitor	TCR activator	TSG101-PTAP inh	Eya2 phos inh	Mito fusion act	TSHR antagonist	a7 integrin act	Chronic BCR inh	Tb PFK block	ELG1 repair inh	AT treatment
> CN(Cc1ccccc1)C(=C(Cl)Cl)/C(=C1/NCCN1Cc1ccc(Cl)nc1)[N+](=O)[O-]
→ -9%	4%	-12%	-3%	1%	-4	-6%	13%	-1%	-6%	.
> C=CCn1c(O)c(C(C)=NCCCn2ccnc2)c(=O)[nH]c1=O
→ 3%	2%	-1%	-1%	-3%	-8	-2%	5%	0%	0%	0%
> C#C[C@@]1(O)CCC2C3CCC4=C/C(=N/OCC(=O)NC(CCC(N)=O)C(=O)O)CC[C@]4(C)C3CC[C@@]21C (some centres not stated)
→ 3%	4%	-1%	8%	4%	-9	-11%	-1%	-3%	-2%	-4%
> CN1CCN(c2nc(Cl)ncc2F)CC1
→ -2%	-4%	-5%	-14%	5%	18	27%	6%	0%	14%	-3%
> Cn1c(O)c(C=NC2CCCCC2)c(=O)[nH]c1=S
→ -1%	6%	6%	6%	-9%	9	3%	1%	3%	.	1%
> Cc1cc(NC(=O)CCl)no1
→ 1%	0%	-1%	7%	-11%	3	-59%[inhibitor]	?	0%	?	3%
> CC(Cc1ccccc1)NC(=O)/C=C/C(=O)O (configuration not stated)
→ 2%	-3%	-1%	14%	-2%	-7	42%	0%	2%	-2%	-2%
> C/C(=N\NC(=S)Nc1ccccc1)c1c(O)n(C)c(=O)n(C)c1=O
→ 7%	3%[46.1 µM]	-4%	-9%	6%	11	22%	1%	6%	?	3%
> O=C(O)CCC(=O)N1N=C(c2c(-c3ccccc3)c3cc(Cl)ccc3[nH]c2=O)CC1c1ccco1 (configuration not stated)
→ 41%[activator]	-4%[46.1 µM]	-1%	0%	-5%	-18	5%	-3%	3%	1%	5%
> Cc1cc(/C=C2\C(=O)NC(=O)N(c3ccccc3)C2=O)c(C)n1-c1ccc(C(=O)O)c(Cl)c1
→ 0%	.	-3%	-11%	-1%	-4	?	1%	20%	-2%	0%

Continued:
Order of results: ASM inhibitor	TCR activator	TSG101-PTAP inh	Eya2 phos inh	Mito fusion act	TSHR antagonist	a7 integrin act	Chronic BCR inh	Tb PFK block	ELG1 repair inh	AT treatment
> CC(O)(CS(=O)(=O)c1ccccc1)C(=O)Nc1ccc(C(F)(F)F)cc1 (configuration not stated)
→ -5%	6%	-14%	14%	-2%	-7	4%[7.66 µM]	15%	-1%	3%	-11%
> C=CCn1c(O)c(/C=N/N2CCCCC2)c(=O)[nH]c1=O
→ 2%	8%	-2%	5%	0%	15	-2%	0%	-4%	12%	6%
> Cc1ccc(CN2CC3CC(C2)c2cccc(=O)n2C3)cc1 (configuration not stated)
→ 3%	0%	2%	-38%	2%	-7	2%	?	-2%	-1%	1%
> COC(=O)C1=C(c2c(C)noc2C)C[C@@H]2CC[C@H]1N2C(=O)N1CCC(C)CC1
→ 58%	-7%	-3%	-17%	2%	0	-48%[inhibitor]	5%	-2%	12%	2%
> O=C(CCC(=O)c1cccs1)Nc1ccccc1F
→ 0%	27%	1%	-3%	1%	-3	4%	?	1%	?	2%
> CCCCn1c(C)c(C(=O)OCC)c2c(CN3CCCC3)c(O)ccc21
→ -1%	-9%	-8%	3%	-5%	4	-61%[inhibitor]	0%	-4%	-27%	30%
> COc1ccc(-c2nn(CCC#N)cc2C(=O)NCc2ccccc2)cc1[N+](=O)[O-]
→ -1%	1%	-5%	-9%	0%	0	-2%	-10%	1%	3%	0%
